Assay outcomes (PubChem BioAssay)
zfTRPN1 agonist = zebrafish TRPN1 channel agonists, primary screen, cell-based, HEK293, calcium fluorescence; transient receptor potential cation channel N1 (TRPN1/NompC), Danio rerio; HEK293 zebrafish TRPN1-YFP, Fluo-8 calcium fluorescence; 100% = response to 87 µM carbachol; activation, % at 3 µM; 220,000 tested, 0.18% active; AID 1424, 2008;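 active = activation above its plate's cutoff, the mean activation of test wells on that plate plus 3 SD, cut at about 19% in these data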;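 note: 0% = DMSO alone and 100% = 87 µM carbachol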
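System: zebrafish TRPN1-YFP in HEK293 cells / Dosing: 3 µM single point / Timing: dye loading 1 h at 37 °C, then 30 min room temperature / Signal: Fluo-8 calcium fluorescence, excitation 470-495 nm, emission 515-575 nm / Read-out basis: percent activation from peak over basal fluorescence ratio, control-normalized / Control set: high carbachol 87 µM, low DMSO alone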
TRPML3 agonist = human TRPML3 channel agonists, primary screen, cell-based, HEK293 TRPML3-YFP, Fluo-8 calcium fluorescence, 3 µM | 220,000 tested, 0.29% active | 100% = the carbachol control signal | activation, % at 3 µM;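 active = activation above its plate's cutoff, the mean activation of the plate's test wells plus 3 SD, cut at about 12% in these data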;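 note: 0% = DMSO only wells and 100% = carbachol wells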
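Test system: HEK293 cells stably carrying human TRPML3-YFP; Doses: single dose, 3 µM final nominal compound, 0.3% DMSO final; Schedule: dye loading 1 h 37 °C then 30 min ambient, 125 s read; Technique: Fluo-8 calcium fluorescence; Benchmarks: high control carbachol 87 µM, low control DMSO.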
p47phox inh = p47phox/p22phox peptide binding inhibitors, primary screen, biochemical, uHTS, NADPH oxidase regulatory subunit | Neutrophil cytosol factor 1 (Homo sapiens), P14598 | fluorescence polarization, 2 h | inhibition, % at 24.7 µM | 220,000 tested, 0.53% active | AID 1274, 2008;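 active = inhibition above about 30%, limit read from the data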;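 note: 0% = p47phox with labelled peptide and 100% = labelled peptide alone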
CHOP inh = inhibitors of CHOP promoter induction, primary screen, cell-based, unfolded protein response, luciferase reporter; inhibition, % at 10 µM; CHO-K1 CHOP-promoter luciferase, tunicamycin-induced, 15-18 h; AID 2732, 2010; 220,000 tested, 3.8% active;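 active = compounds that reduced the stress-induced luciferase reporter signal by more than about 70% of percent inhibition, limit read from the data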;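 note: 0% = tunicamycin plus vehicle and 100% = wells without tunicamycin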
Runt-SMMHC FRET = inhibitors of RUNX1 Runt–CBFb-SMMHC binding, primary screen, biochemical, FRET, Cerulean-Runt, Venus-CBFb-SMMHC, uHTS; Runt-related transcription factor 1 (Homo sapiens) + Core-binding factor subunit beta …; Cerulean-Runt/Venus-CBFb-SMMHC FRET ratio 530/480, 1 h; inhibition, % at 20 µM; 220,000 tested, 0.74% active; AID 1434, 2008;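 active = mean inhibition across duplicate retests at 20 µM reaching about 50%, limit read from the data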;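 note: 0% = DMSO wells and 100% = wells with excess untagged CBFb-SMMHC; inhibitors lower the FRET ratio by blocking Runt binding to CBFb-SMMHC; some results filed as inactive read as strong as hits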
Target sequence (Q01196 whole entry, looked up): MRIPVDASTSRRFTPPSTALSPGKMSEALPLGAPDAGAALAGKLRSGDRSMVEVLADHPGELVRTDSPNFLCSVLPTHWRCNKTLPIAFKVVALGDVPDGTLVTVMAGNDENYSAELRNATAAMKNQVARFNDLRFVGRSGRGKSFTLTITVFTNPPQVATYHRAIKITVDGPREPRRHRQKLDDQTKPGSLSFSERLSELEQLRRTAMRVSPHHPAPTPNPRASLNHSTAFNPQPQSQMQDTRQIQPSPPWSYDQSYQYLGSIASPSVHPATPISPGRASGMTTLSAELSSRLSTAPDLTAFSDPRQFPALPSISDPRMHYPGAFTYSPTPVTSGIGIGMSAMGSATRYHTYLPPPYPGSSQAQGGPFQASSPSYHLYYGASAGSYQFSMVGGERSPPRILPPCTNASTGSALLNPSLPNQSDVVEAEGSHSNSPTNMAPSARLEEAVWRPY
Target sequence (Q13951 whole entry, looked up): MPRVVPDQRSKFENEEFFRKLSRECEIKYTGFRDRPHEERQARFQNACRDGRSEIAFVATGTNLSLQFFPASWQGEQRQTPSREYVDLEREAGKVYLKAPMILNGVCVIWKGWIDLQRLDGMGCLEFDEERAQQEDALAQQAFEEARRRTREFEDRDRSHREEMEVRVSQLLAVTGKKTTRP
Mdm2 ligase inh = MDM2-luciferase reporter signal enhancers, primary screen, MDM2 E3 ligase inhibitor project, cell-based, luminescence, 1536-well | E3 ubiquitin-protein ligase Mdm2 (Homo sapiens), Q00987 | cell-based MDM2 ubiquitination luciferase reporter, 2 h; 0 = plate control, 100 = twice control, blank-subtracted | signal enhancement, % at 5 µM | 210,000 tested, 0.11% active | AID 1230, 2008;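 active = signal enhancement of 30% or more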;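 note: luminescence tracks abundance of the self-degrading MDM2-luciferase fusion protein; higher signal means inhibition of MDM2 E3 ligase activity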
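Assay system: mammalian cells stably expressing self-ubiquitinating, self-degrading MDM2 E3–luciferase fusion. Quantity: 2000 cells in each well. Medium: DMEM culture medium. Compound dosing: single-point 5 µM. Timing: cell settling 4 h, compound treatment 2 h, both 37 °C. Technique: luciferase luminescence. Read-out basis: percent signal gain over controls, blank-subtracted. Benchmarks: plate controls and plate blanks.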
PPC-1+TRAIL kill = compounds killing PPC-1 cancer cells with TRAIL present, primary screen, TRAIL potentiator project, ATPLite luminescence, uHTS. PPC-1 cells + TRAIL, ATPLite viability luminescence. cell killing (% activity), % at 4 µM. 220,000 tested, 0.41% active;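 active = cell killing above 50% in the first pass at 4 µM, then a duplicate retest at 5 µM averaging 50% or more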;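 note: plate controls were cells with TRAIL plus DMSO for no effect and medium-only wells lacking cells for full effect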
TNF death inh = inhibitors of TNF-alpha triggered necroptosis, primary screen, cell-based, Jurkat FADD-/-, single concentration | activation (protection from cell death), % at 10 µM | 220,000 tested, 0.068% active | Jurkat FADD-/- TNF necroptosis rescue, ATP luminescence, 24 h; 0 = TNF only, 100 = no-TNF cells | AID 463075, 2010;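 active = activation, meaning protection from cell death, of at least 50% relative to plate controls; inactive = activation below 50%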;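 note: necroptosis triggered by 40 ng/mL TNF-alpha added together with compound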
EBV gp42 inh = Epstein-Barr virus gp42 inhibitors, primary screen, biochemical, uHTS, fluorescence polarization; Fluorescence polarization binding assay, mP read-out; 220,000 tested, 0.42% active; inhibition, % (tested at 21.74 µM); in the data active = inhibition above about 50%
Target sequence (Q1HVG2 whole entry, looked up): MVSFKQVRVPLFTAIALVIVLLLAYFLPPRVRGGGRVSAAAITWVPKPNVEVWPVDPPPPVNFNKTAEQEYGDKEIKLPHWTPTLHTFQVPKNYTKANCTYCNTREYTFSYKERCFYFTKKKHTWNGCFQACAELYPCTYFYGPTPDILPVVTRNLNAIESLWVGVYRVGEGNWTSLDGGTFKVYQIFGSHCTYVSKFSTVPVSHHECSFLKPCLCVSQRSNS
* hit, by the source's call; nt = no result given. The order is random; any-hit rate near 5.9%.

1. O=C(Cc1cc(=O)[nH][nH]1)N/N=C/c1cccc2ccccc12
2. CN(c1ccc(C(=O)O)cc1)S(=O)(=O)c1ccccc1
3. Cc1nc2sc(C(c3ccc(Cl)cc3)N3CC(C)OC(C)C3)c(O)n2n1 (configuration not stated)
4. O=C1CNC(=O)c2c(nc3n2CCC3)N1
5. O=C(O)CNC(=O)C(c1ccccc1)c1ccccc1
6. O=c1[nH][nH]c(=O)n1-c1ccccc1
entry no.,1,2,3,4,5,6
p47phox inh,2,3,-2,-1,4,-11
CHOP inh,13,8,-9,4,-13,3
Runt-SMMHC FRET,3,-3,4,0,-4,4
EBV gp42 inh,1,-16,-16,-21,-11,-6
TNF death inh,-0.8,0.6,-0.8,-1.1,3.1,0.1
Mdm2 ligase inh,-12,-9,-1,-11,-9,-17
PPC-1+TRAIL kill,0,20,13,14,0,7
TRPML3 agonist,0.1,1.2,0.7,1.4,0.5,1.1
zfTRPN1 agonist,0.8,1.0,-0.6,0.4,0.2,2.6

7. Cc1cc(C(=O)COC(=O)c2ccc3c(c2)OCO3)c(C)n1Cc1cccs1
8. O=C(NCc1ccccn1)C1C2C=CC(C2)C1C(=O)Nc1ccc(F)cc1 (configuration not stated)
9. COc1ccc2c(c1[N+](=O)[O-])CCC/C2=N/OC(=O)c1ccccc1SC
10. CCOC(=O)c1ccc2c(c1)C1C=CCC1C(C(=O)O)N2 (configuration not stated)
11. CC(C)CNC(=O)c1ccc(C2SCC(=O)N2Cc2ccccc2)cc1 (configuration not stated)
12. Cc1c(C(=O)NCc2ccccc2)oc2ccc(S(=O)(=O)N3CCC4(CC3)OCCO4)cc12
entry no.,7,8,9,10,11,12
p47phox inh,-14,2,-11,3,-14,-4
CHOP inh,-1,-14,-1,-11,35,33
Runt-SMMHC FRET,0,4,2,1,-1,0
EBV gp42 inh,-24,-25,-11,84*,-3,-10
TNF death inh,-7.5,1.1,-1.7,-2.6,1.8,2.8
Mdm2 ligase inh,-6,-13,13,-13,-12,-7
PPC-1+TRAIL kill,-2,22,31,18,-7,-23
TRPML3 agonist,0.1,0.4,0.2,0.3,0.1,0.0
zfTRPN1 agonist,-0.5,-0.7,-0.4,-0.9,0.5,1.5

13. N/C(=N\OC(=O)c1ccc2c(c1)OCO2)c1cccc([N+](=O)[O-])c1
14. COc1c(O)cccc1/C=N/NC(=O)Cn1ccnc1C
15. Cn1cc(S(=O)(=O)Nc2ccc(F)cc2F)c(=O)n(C)c1=O
16. CC(C)c1ccc(C(=O)NNC(=O)C2CC=CCC2C(=O)O)cc1 (configuration not stated)
17. Cc1cc(C)n(-c2ccc(C(=O)Nc3ccc(C)c(S(=O)(=O)N4CCOCC4)c3)cc2)n1
18. Cc1cccc(CCN(C(=O)Cc2cccs2)C(C(=O)NC2CCCCC2)c2cccnc2)c1 (configuration not stated)
entry no.,13,14,15,16,17,18
p47phox inh,-17,-12,-1,-3,-11,-8
CHOP inh,-13,28,11,-10,31,44
Runt-SMMHC FRET,0,-7,-3,-1,16,1
EBV gp42 inh,-6,-6,0,-4,-2,-2
TNF death inh,0.7,-1.0,-1.3,0.0,-16,-2.2
Mdm2 ligase inh,-39,-4,-1,-2,-49,-16
PPC-1+TRAIL kill,10,-3,32,-6,22,19
TRPML3 agonist,1.7,1.1,-0.1,0.0,3.1,-0.4
zfTRPN1 agonist,-0.2,0.3,0.3,2.8,8.2,0.2

19. Cc1cc2nc(/C(C#N)=C/c3ccncc3)[nH]c2cc1C
20. CCOC(=O)CSc1cc(-c2ccccc2)nc2ncnn12
21. Cc1noc(C)c1C(=O)NCc1ccccc1F
22. COc1ccc(N2C(=O)[C@@H]3[C@H](C2=O)[C@H]2c4ccccc4C=CN2[C@@H]3C(=O)Nc2ccccc2)cc1
23. Cc1cccc(Nc2nc(N3CCN(C)CC3)nc(N)c2[N+](=O)[O-])c1
24. O=Cc1ccc(Sc2ncccn2)o1
25. COc1cccc(/C=N/NC(=O)c2cnccn2)c1O
26. CCN1C(=O)CSC1=NC1C2CC3CC(C2)CC1C3 (configuration not stated)
27. Cc1ccc(Cc2nc(-c3ccccn3)no2)cc1
entry no.,19,20,21,22,23,24,25,26,27
p47phox inh,-2,-13,-13,-22,0,-6,-9,0,-11
CHOP inh,-71,8,10,-19,6,6,50,76*,-16
Runt-SMMHC FRET,-78,-4,-1,-88,-3,0,0,-6,-1
EBV gp42 inh,1,-26,-9,-13,-5,-7,5,-11,-17
TNF death inh,0.0,-9.4,4.9,-2.6,2.5,0.8,-1.6,1.2,1.2
Mdm2 ligase inh,nt,-1,-6,-18,-4,-10,-15,-15,-27
PPC-1+TRAIL kill,1,23,-2,15,19,4,29,-8,18
TRPML3 agonist,0.5,0.3,3.8,0.7,0.9,1.6,0.5,-0.9,-0.8
zfTRPN1 agonist,0.7,0.2,0.7,0.3,1.1,0.7,1.2,1.5,-0.7

A second format for eleven compounds above.
Each structure is followed by: p47phox inh | CHOP inh | Runt-SMMHC FRET | EBV gp42 inh | TNF death inh | Mdm2 ligase inh | PPC-1+TRAIL kill | TRPML3 agonist | zfTRPN1 agonist
#14 COc1c(O)cccc1/C=N/NC(=O)Cn1ccnc1C
    -12 | 28 | -7 | -6 | -1.0 | -4 | -3 | 1.1 | 0.3
#15 Cn1cc(S(=O)(=O)Nc2ccc(F)cc2F)c(=O)n(C)c1=O
    -1 | 11 | -3 | 0 | -1.3 | -1 | 32 | -0.1 | 0.3
#16 CC(C)c1ccc(C(=O)NNC(=O)C2CC=CCC2C(=O)O)cc1 (configuration not stated)
    -3 | -10 | -1 | -4 | 0.0 | -2 | -6 | 0.0 | 2.8
#17 Cc1cc(C)n(-c2ccc(C(=O)Nc3ccc(C)c(S(=O)(=O)N4CCOCC4)c3)cc2)n1
    -11 | 31 | 16 | -2 | -16 | -49 | 22 | 3.1 | 8.2
#18 Cc1cccc(CCN(C(=O)Cc2cccs2)C(C(=O)NC2CCCCC2)c2cccnc2)c1 (configuration not stated)
    -8 | 44 | 1 | -2 | -2.2 | -16 | 19 | -0.4 | 0.2
#19 Cc1cc2nc(/C(C#N)=C/c3ccncc3)[nH]c2cc1C
    -2 | -71 | -78 | 1 | 0.0 | nt | 1 | 0.5 | 0.7
#20 CCOC(=O)CSc1cc(-c2ccccc2)nc2ncnn12
    -13 | 8 | -4 | -26 | -9.4 | -1 | 23 | 0.3 | 0.2
#21 Cc1noc(C)c1C(=O)NCc1ccccc1F
    -13 | 10 | -1 | -9 | 4.9 | -6 | -2 | 3.8 | 0.7
#22 COc1ccc(N2C(=O)[C@@H]3[C@H](C2=O)[C@H]2c4ccccc4C=CN2[C@@H]3C(=O)Nc2ccccc2)cc1
    -22 | -19 | -88 | -13 | -2.6 | -18 | 15 | 0.7 | 0.3
#23 Cc1cccc(Nc2nc(N3CCN(C)CC3)nc(N)c2[N+](=O)[O-])c1
    0 | 6 | -3 | -5 | 2.5 | -4 | 19 | 0.9 | 1.1
#24 O=Cc1ccc(Sc2ncccn2)o1
    -6 | 6 | 0 | -7 | 0.8 | -10 | 4 | 1.6 | 0.7
